High-throughput results (PubChem)
GPT2 inh: inhibitors of human GPT2 alanine aminotransferase; Q8TD30; Recombinant GPT2, coupled pyruvate oxidase/HRP Amplex Red fluorescence; Potency, µM (doses to about 57.7 µM), without a hit: at the highest dose activity change, negative = inhibition, hits mostly inhibitors; actives 0.25% (n = 100,000); further: potency means the concentration at half of the fitted maximal effect; nearly all actives have a fitted effect of over 60% in size; many of its hits are not listed in these tables
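Recombinant GPT2 (10ng/uL) with 250uM a-KG and 2mM L-alanine, 30 min at room temperature, in HEPES pH 7.5 buffer. Pyruvate detected by pyruvate oxidase/HRP/Amplex Red fluorescence after 30 min in the dark; AOA (50uM) as positive control.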
HEK293 viab: counter-screen for SNCA expression inhibitors: cell viability. HEK-293-SNCA-luc viability, GF-AFC fluorescence, 24 h. Potency, µM (highest dose often 57.1 µM), for the others: top-dose activity change, negative = cytotoxicity, hits mostly cytotoxic. actives 0.12% (n = 150,000);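 further: potency means the concentration at half of the fitted maximal effect; 0% = DMSO-treated cells and -100% = medium-only wells without cells; nearly all actives have a fitted effect of over 30% in size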
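Cytotoxicity counterscreen: after 24 h compound treatment of genome-edited SNCA-luciferase HEK-293 cells, live-cell protease substrate GF-AFC read by fluorescence after 30 min; activity scaled between DMSO (0%) and medium-only (-100%), curves Hill-fitted.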
FLuc inh: Photinus pyralis luciferase inhibition; Potency, µM (top dose mostly 115 µM), without a hit: top-dose activity change, negative = inhibition, most hits filed as inhibitors; actives 2.5% (n = 76,000); AID 1347043; P08659; purified P. pyralis luciferase, luminescence, biochemical; further: potency means the concentration at half of the fitted maximal effect; nearly all actives have a fitted effect of over 65% in size
Target sequence (P08659 whole entry, looked up): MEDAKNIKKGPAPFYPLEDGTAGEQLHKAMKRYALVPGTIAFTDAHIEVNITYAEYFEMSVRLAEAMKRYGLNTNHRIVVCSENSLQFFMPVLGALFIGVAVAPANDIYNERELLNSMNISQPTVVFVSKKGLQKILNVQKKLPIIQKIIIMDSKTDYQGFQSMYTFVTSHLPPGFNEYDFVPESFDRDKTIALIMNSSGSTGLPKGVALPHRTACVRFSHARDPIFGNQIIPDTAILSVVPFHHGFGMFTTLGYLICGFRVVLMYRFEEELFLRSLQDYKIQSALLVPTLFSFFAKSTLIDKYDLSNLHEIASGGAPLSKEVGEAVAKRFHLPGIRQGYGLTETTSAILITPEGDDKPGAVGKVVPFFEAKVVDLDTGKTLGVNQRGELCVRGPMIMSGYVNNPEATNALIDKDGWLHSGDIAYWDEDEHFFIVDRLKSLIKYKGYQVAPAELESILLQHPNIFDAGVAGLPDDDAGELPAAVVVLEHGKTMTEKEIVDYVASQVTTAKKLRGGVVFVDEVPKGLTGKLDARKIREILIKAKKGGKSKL
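Luminescence read by CCD imaging after purified firefly luciferase (10nM final) was added to substrate buffer holding 10uM D-luciferin and 10uM ATP, pH 7.5, pre-dosed with compound.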
IP6K1 inh: inhibitors of human IP6K1 | IP6K1 kinase, ADP-Glo luminescence, 2 h; active compounds read low | activity change, % (series mostly up to about 58 µM) | actives 0.81% (n = 140,000) | AID 1645851; in the data active means activity change below about -25%
Target sequence (Q92551 whole entry, looked up): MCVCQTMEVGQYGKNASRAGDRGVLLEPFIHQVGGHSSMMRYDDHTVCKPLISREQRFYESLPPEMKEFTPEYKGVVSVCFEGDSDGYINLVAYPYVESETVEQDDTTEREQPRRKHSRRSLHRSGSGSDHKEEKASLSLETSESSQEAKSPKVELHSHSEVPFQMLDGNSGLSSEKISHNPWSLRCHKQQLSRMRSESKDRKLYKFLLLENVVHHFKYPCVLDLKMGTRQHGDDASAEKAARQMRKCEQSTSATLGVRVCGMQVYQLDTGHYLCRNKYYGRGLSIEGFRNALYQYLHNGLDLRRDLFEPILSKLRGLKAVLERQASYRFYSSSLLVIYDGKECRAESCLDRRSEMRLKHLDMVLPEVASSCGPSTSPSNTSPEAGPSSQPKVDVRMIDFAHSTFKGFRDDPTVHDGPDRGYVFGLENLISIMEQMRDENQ
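ADP-Glo luminescence measures ADP made by human IP6K1 during a 2 h RT reaction with ATP/IP6 (mix at 1.3 mM/130 uM); top library doses 57.5 and 19.1 uM final.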
HEK293 tox: cytotoxic compounds in HEK 293 cells; Potency, µM (series often up to 115 µM), without a hit: top-dose activity change, negative = cytotoxicity, usual class: inhibitors; HEK 293 viability, ATP luminescence (CellTiter-Glo), 48-72 h; actives 6.6% (n = 94,000); further: potency means the concentration at half of the fitted maximal effect; nearly all actives have a fitted effect of over 60% in size
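Viability of HEK 293 cells, plated at 250 cells/well, was judged by cellular ATP after compound treatment for 48 or 72 hr. Luminescence was imaged 10 min after CellTiter-Glo addition at room temperature.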
3T3 cytotox: kills NIH 3T3 cells. actives 4.3% (n = 94,000). Potency, µM (titrated, usually from 96.7 µM), for the others: at the top dose activity change, negative = cytotoxicity, usual class: inhibitors. NIH 3T3 viability, CellTiter-Glo ATP luminescence, 48-72 h; further: potency means the concentration at half of the fitted maximal effect; nearly all actives have a fitted effect of over 55% in size
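Cytotoxicity was measured by CellTiter-Glo ATP luminescence after 48 or 72 h compound exposure at 37 °C. Mouse NIH 3T3 fibroblasts were seeded at 400 cells/well and dosed by 23 nL pin transfer.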
SNCA expr inhib: reduces expression of the alpha-synuclein gene. HEK-293 SNCA-luciferase knock-in, luminescence, 24 h. actives 0.17% (n = 140,000). Potency, µM (titrated, usually from 57.2 µM), for the others: top-dose activity change, negative = inhibition, actives largely listed as inhibitors;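 further: potency means the concentration at half of the fitted maximal effect; plate controls were DMSO cells for no effect and cell-free wells for full effect; nearly all actives have a fitted effect of over 45% in size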
* marks the source's active call; other numbers are inactive results; i = inactive; ? = inconclusive; . = no result given; & = joins results of further samples; [ ] = another dose, or the depositor's remark. Unless noted, the call rests on the fitted dose curve; in most records, active means well fitted curve in the direction sought with a large enough effect; inconclusive means small, poorly fitted or top-dose-only effect, or another doubt; inactive means no such curve, though single readings can be large; an effect the other way counts as inactive or inconclusive. Unless noted, on the % scale 0 is the no-effect control and ±100 the full control effect. Not all compounds are listed, so the mix of outcomes need not match the whole.

The line under a structure holds: GPT2 inh, HEK293 viab, FLuc inh, IP6K1 inh, HEK293 tox, 3T3 cytotox, SNCA expr inhib
- N#Cc1cccc(C(=O)Nc2cc(-c3ccccc3)nn2-c2ccccc2)c1
 : -5%, -12%, ., 27, ., ., .
- Cc1nc(-c2c3n(c(=O)n(CC(=O)NCCCc4ccccc4)c2=O)CCCC3)no1
 : -3%, -3%, -9%, 19, 4%, i, -16%
- COCc1cn(C[C@H]2C[C@@H](NC(=O)NC3CCCC3)[C@H](O)[C@@H]2O)nn1
 : i, 6%[87.6 µM], -5%[172 µM], 2, 0%[172 µM], -15%[138 µM], ?
- Cc1nn(-c2ccc3nncn3n2)c(C)c1CCC(=O)Nc1ccc(OC(F)(F)F)cc1
 : ., -1%, ., 1, ., ., -11%
- OC[C@H]1CCN(Cc2cn(-c3ccccc3)nc2-c2ccncc2)C[C@@H]1O
 : 2%, -5%, -9%, 13, -1%, -25%, -8%
- CC(NC(=O)c1cc2c(s1)CCN(C(=O)c1ccccc1)C2)c1ccc(F)cc1 (stereo not given)
 : i, 2%, -1%, -3, ?, ?, -22%
- Cc1ccc(-n2nc3n(c2=O)CCN([S+](=O)([O-])c2cccc(C(F)(F)F)c2)C3)cc1
 : i, 9%&-9%, 8%&0%, -11&1, -11%&0%, -14%&-15%, -8%&8%
- Cc1ccc(C(=O)N2CC(CN3C(=O)c4c(c(C)nn4-c4ccccc4)C3C3CC3)C2)cc1 (stereo not given)
 : ., ., ., 17, ?, ?, .
- OC1(CN2CCCCC2)CCN(Cc2ccc(C(F)(F)F)cc2F)C1 (stereo not given)
 : -23%, -3%, -2%, 1, ?, -8%, -25%
- CN1c2cc(C(=O)NCc3cccs3)ccc2C(=O)N2CCCC21 (stereo not given)
 : i, -10%[12.5 µM], ?, 23, -16%, -3%, 51%[activator]
- COCCC(=O)N1CCC2(CCC2NC(=O)COC)CC1 (stereo not given)
 : 1%, -7%, 4%, 10, -15%, -6%, -10%
- Cc1cc(NC(=O)c2ccc(-c3ccc(Br)cc3)o2)cc(-c2nc3ncccc3o2)c1O
 : ., 6%, ., -7, ., ., -23%
- Cc1nc(CCNS(=O)(=O)Cc2cccc(Cl)c2)no1
 : -6%, 10%, 4%, 12, 4%, i, 17%
- COc1cccc(CC(=O)NC2CCN(c3cc(-c4cccs4)[nH]n3)C2)c1 (stereo not given)
 : ?, -5%, -11%, -9, ?, ?, 0%
- Cc1ccc(CNC(=O)c2nc(S(=O)(=O)Cc3ccc(C)cc3)ncc2Cl)cc1
 : ., 1%, ., 0, ., ., 7%
- Cc1oc2ncnc(N3CCOCC3)c2c1C(=O)Nc1ccc(Br)cc1F
 : ., 6%, ., -8, ., ., ?
- Cc1ccc(CN2C(=O)[C@@H]3C[C@@H](O)CN3C3(CN(Cc4ccc(C#N)cc4)C3)C2=O)o1
 : 2%[88.5 µM], -3%[87.6 µM], 0%[172 µM], -6, -24%[172 µM], -26%[174 µM], 28%[87.6 µM]
- C=C1C[C@]23C[C@H]1CC[C@H]2[C@]1(C)CCC[C@@](C)(C(=O)O)[C@H]1[C@@H]3C(=O)O
 : i, -4%, ., -6, ., ., .
- CCn1cnnc1CC1CCN(S(=O)(=O)c2ccc3c(c2)CCC3)C1 (stereo not given)
 : i, 7%, 2%, 15, 9%, -13%, -2%
- COc1ccc(N2CCN(C(c3ccccc3)c3nnc(-c4ccccc4Cl)o3)CC2)cc1 (stereo not given)
 : ., 1%, ., 4, ., ., 14%
- Cc1ccccc1NCc1cccn1-c1nnc(N2CCOCC2)s1
 : ., 7%, ., 13, ., ., 32%[activator]
- COc1cccc(CCC(=O)NCCC2CCN(C(=O)Nc3ccc(C)c(F)c3)CC2)c1
 : 5%, 3%, -23%, 0, -24%, -26%, 13%
- COc1cccc(-c2cnc(NCc3ccccc3Cl)n2C)c1
 : ., -26%, ., -12, ., ., 29%
- Cc1onc(-c2cnn(C)c2NCCc2ccccc2)c1C(=O)NCc1ccccc1
 : 4%[88.5 µM], -3%[87.6 µM], -6%[172 µM], 5, ?, ?, -21%[87.6 µM]
- CCc1ccc(S(=O)(=O)c2nnn(-c3ccc(F)cc3)c2N)cc1
 : ., 1%, ., 15, ., ., -17%
- CN1CCOC[C@H]2CCN(C(=O)c3cccc4[nH]ccc34)C[C@H]21
 : i, -14%, 3%, 0, -8%, i, -24%
- O=C(c1ccc(C(F)(F)F)cc1)N1CCCC(C(=O)N2CCC(c3nc4ccncc4[nH]3)CC2)C1 (stereo not given)
 : i, -16%, ., -2, -4%, ?, ?
- O=C(NCCc1noc(-c2ccccc2)n1)C1CC1
 : i, 3%, 0%, 5, 10%, 0%, 23%
- Cc1nc2ccc(C(=O)N3C[C@@H](CN4CCCCC4)[C@@H](CO)C3)cc2s1
 : i, -3%, -3%, 20, -10%, -6%, 1%
- COc1ccc(-c2noc([C@@H]3Cc4nc[nH]c4CN3C(=O)CCC(=O)O)n2)cc1
 : ?, -2%[87.6 µM], -18%[172 µM], 2, -13%[172 µM], -28%[174 µM], ?
- COc1ccc(CNC(=O)Cn2c(=O)cc(-c3ccccc3)c3c(C)nn(C)c32)cc1
 : ., -5%, ., -16, ., ., -1%
- Cc1ccc(S(=O)(=O)C(CNC(=O)C(=O)NCCc2ccc(F)cc2)c2cccs2)cc1 (stereo not given)
 : ., 7%, ., -5, ., ., ?
- COc1ccc2nc(SCC(=O)c3c(C)[nH]c4ccccc34)nc(C)c2c1
 : ., -15%, ., 9, ., ., 5%
- O=C(C1CCCN([S+](=O)([O-])c2cccc(C(F)(F)F)c2)C1)N1CCC(c2ccccc2)CC1 (stereo not given)
 : i, -25%, ., -16, ?, ?, ?
- COc1cccc(CCC(=O)N2CCC(n3cc(-c4nc(-c5ccccc5)no4)nn3)C2)c1 (stereo not given)
 : -8%, 13%, ?, 8, ?, ?, 24%
- COc1ccc(NC(=O)COc2ccc(NC(=O)C3CC3)cn2)cc1
 : i, 13%, -21%, 16, 1%, -16%, 8%
- CCCCc1ccc(C(=O)c2c(N)c(C(=O)Nc3cccc(OC)c3)c3ccccn23)cc1
 : ., -4%, ., 29, ., ., -12%
- CN(C)CC(=O)N1CCC2(C1)CN(C)c1ccc(C(=O)NCc3ccccc3)cc12 (stereo not given)
 : i, -3%[87.6 µM], -13%[172 µM], 7, ?, ?, -2%[87.6 µM]
- CC1(C(=O)O)CCCC2(C)C3=CCC4CC3(CCC12)CC4CO (stereo not given)
 : i, 9%, ., -10, ., ., .
- O=c1cc(CCn2cccn2)nc(-c2ccc(CN3CCC[C@@H](O)C3)cc2)[nH]1
 : -2%, -1%, -4%, -4, -2%, -12%, -14%
- COC(=O)c1ccccc1NC(=O)C1=C(C)C(=O)OC12CCCCCC2
 : ., 12%, ., 29, ., ., 39%[activator]
- CN1C[C@@H](NC(=O)Nc2ccc(F)cc2F)C[C@H]1c1nc(-c2ccc(Cl)cc2)no1
 : 2%[88.5 µM], -2%[87.6 µM], 71µM*, -3, ?, -18%[174 µM], 10%[87.6 µM]
- CCC(C)NC(=O)Cn1nc2n(c1=O)CCCCC2 (stereo not given)
 : i, -2%, 11%, 4, 5%, i, -13%
- COc1ccc(C2C(C(=O)Nc3ccccc3OC)=C(C)Nc3c(C(=O)Nc4ccccc4)cnn32)c(OC)c1 (stereo not given)
 : ., 8%, ., 8, ., ., -17%
- CCC(C(=O)Nc1cccc(-c2nc3cccnc3s2)c1C)c1ccccc1 (stereo not given)
 : ., -17%, ., 45, ., ., ?
- COCC(=O)N[C@@H]1CN(C(=O)Cc2cccc(OC)c2)CC[C@@H]1c1nc(C)no1
 : i, 5%, -1%, 27, -8%, i, 19%
- Cc1cccc(S(=O)(=O)N2CCc3c(C(=O)NCCN4CCCCC4)cccc32)c1
 : ?, -1%, 18%, -11, ?, ?, -9%
- COc1cccc2cc(-c3nnc(-c4ccc(Cl)cc4)o3)c(=O)oc12
 : ., 10%, ., 10, ., ., 66%[activator]
- COc1ccc(C)cc1NC(=O)CCc1c(C)nn(-c2ccc(N3CCOCC3)nn2)c1C
 : ., -1%, ., -10, ., ., ?
- O=C1NCc2ccccc2CC12CCCN(Cc1c(Cl)cncc1Cl)C2 (stereo not given)
 : i, -3%, ., -7, ?, ?, -5%

Brought forward from above: five compounds, followed by the next part.
The line under a structure holds: GPT2 inh, HEK293 viab, FLuc inh, IP6K1 inh, HEK293 tox, 3T3 cytotox, SNCA expr inhib
- COCC(=O)N[C@@H]1CN(C(=O)Cc2cccc(OC)c2)CC[C@@H]1c1nc(C)no1
 : i, 5%, -1%, 27, -8%, i, 19%
- Cc1cccc(S(=O)(=O)N2CCc3c(C(=O)NCCN4CCCCC4)cccc32)c1
 : ?, -1%, 18%, -11, ?, ?, -9%
- COc1cccc2cc(-c3nnc(-c4ccc(Cl)cc4)o3)c(=O)oc12
 : ., 10%, ., 10, ., ., 66%[activator]
- COc1ccc(C)cc1NC(=O)CCc1c(C)nn(-c2ccc(N3CCOCC3)nn2)c1C
 : ., -1%, ., -10, ., ., ?
- O=C1NCc2ccccc2CC12CCCN(Cc1c(Cl)cncc1Cl)C2 (stereo not given)
 : i, -3%, ., -7, ?, ?, -5%
- O=C(NCc1ccccc1Cl)c1cc2cccc3c2n1CCS3
 : ., 5%, ., -22, ., ., 15%
- CC(=O)N(C1CC1)C1CCOC2(CCN(C(=O)CCc3nc4ccccc4[nH]3)CC2)C1 (stereo not given)
 : i, 1%, 0%, 3, 4%, -21%, -7%
- CN1c2cccnc2CN(C(=O)Nc2cccc(C(F)(F)F)c2)CC[C@H]1CO
 : -9%[88.5 µM], -4%[87.6 µM], -5%[172 µM], -4, ?, ?, -7%[87.6 µM]
- COCCN1CCCCCC(O)c2cc(C(=O)NCCc3ccccc3)ccc21 (stereo not given)
 : i, 3%, ?, -7, ?, ?, 55%[activator]
- Cc1nc(N2CCC(NC(=O)c3ccccn3)CC2)cc(C(F)(F)F)n1
 : 5%, -15%, 2%, 1, ?, ?, ?
- CCCCC(=O)N1CCC2(CC1)SCC(=O)N2c1ccc(OC)cc1
 : -55%, -3%, -13%, 4, -9%, ?, 25%
- COc1ccc(CNC(=O)CSc2ncc(S(=O)(=O)c3ccc(C)c(Cl)c3)c(=O)[nH]2)cc1
 : ., 7%, ., 3, ., ., 42%[activator]
- CCC(C(=O)N1CCN(c2ccc(C#N)cn2)CC1)n1cccn1 (stereo not given)
 : -7%[11.5 µM], 1%, 13%, 22, -1%, -1%, -12%
- CCCCC1CCC(C(=O)N2CC(=O)Nc3ccc(C)cc3C2c2ccc(F)cc2)CC1 (stereo not given)
 : ., ?, ., -17, ., ., ?
- Cn1ncc2c(C(=O)NC3CCCCC3)cc(-c3ccc(C(F)(F)F)cc3)nc21
 : ., ., ., -10, -12%, -26%, .
- CCCN1C(=O)[C@@H]2[C@@H](CCN2C(=O)CSCC(=O)O)N(Cc2cccs2)C1=O
 : i, 9%[87.6 µM], 12%[172 µM], 4, -3%[172 µM], -15%[138 µM], -11%[87.6 µM]
